HIF-2a block: HIF-2a reporter inhibitors, primary screen, luminescence, 786-0 RCC cells; 786-0 RCC cells HIF-2a reporter, luciferase luminescence, overnight; inhibition, % at 18.8 µM; actives 0.72% (n = 360,000); AID 624352, 2012;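 active = inhibition of the luminescence signal of 40% or more relative to plate controls, in a single-dose primary screen at 18.75 µM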
CF NFkB block: inhibitors of PAF-induced NF-kB signaling, primary screen, cell-based, GFP fluorescence, uHTS | inhibition, % at 5 µM | KKLEB NF-kB-GFP reporter, GFP fluorescence overnight | actives 0.86% (n = 360,000);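 active = at least 50% inhibition at 5 µM, scaled per plate between neutral and stimulator controls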;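 note: PAF is a Pseudomonas aeruginosa culture filtrate used as stimulus; plate controls were PAF-stimulated DMSO wells for no effect and unstimulated DMSO wells for full effect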
TRPM1 prom inh: inhibitors of MITF-dependent TRPM1 promoter reporter, primary screen, cell-based, SK-MEL-5, single point, luciferase; SK-MEL-5 TRPM1 promoter luciferase, 24 h; inhibition, % at 12.5 µM; actives 0.83% (n = 330,000);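 active = mean inhibition across replicates of 60% or more, whatever share of single replicates reaches that level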; note: values of inactives mirror those of a sister screen read the other way
Peg3 prom inh: Peg3 promoter-driven luciferase inhibitors, primary screen, cell-based, HeLa, luciferase luminescence | actives 1.7% (n = 360,000) | inhibition, % at 20 µM | HeLa PEG-Prom luciferase reporter, overnight | AID 588405, 2011;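 active = inhibition of at least 50% at 20 µM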
TRAIL sens C8: viability loss with TRAIL in NB7+C8 cells, primary screen, TRAIL sensitizer project, cell-based, ATPlite luminescence; inhibition (viability loss, TRAIL sensitization), % at 10 µM; actives 1% (n = 360,000); AID 624354, 2012;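 active = compounds causing at least 50% loss of cell viability in the single-dose screen, relative to plate controls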
NR2E3 ag-1: NR2E3 agonists in two-hybrid cells, primary screen, cell-based, luminescence, CHO-S, Gal4-NCOR/VP16-NR2E3 | Photoreceptor-specific nuclear receptor (Homo sapiens), Q9Y5X4 | luciferase | inhibition of corepressor binding, % at 3.98 µM | actives 0.35% (n = 360,000) | AID 602229, 2012;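 active = inhibition above the mean of all tested compounds plus 3 SD, cut at about 70% in these data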;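 note: 0% = DMSO with NR2E3 transfected cells and 100% = cells lacking NR2E3 construct; higher means lower luciferase signal from less NR2E3 corepressor binding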
Target sequence (Q9Y5X4 whole entry, looked up, the tested form may be a part): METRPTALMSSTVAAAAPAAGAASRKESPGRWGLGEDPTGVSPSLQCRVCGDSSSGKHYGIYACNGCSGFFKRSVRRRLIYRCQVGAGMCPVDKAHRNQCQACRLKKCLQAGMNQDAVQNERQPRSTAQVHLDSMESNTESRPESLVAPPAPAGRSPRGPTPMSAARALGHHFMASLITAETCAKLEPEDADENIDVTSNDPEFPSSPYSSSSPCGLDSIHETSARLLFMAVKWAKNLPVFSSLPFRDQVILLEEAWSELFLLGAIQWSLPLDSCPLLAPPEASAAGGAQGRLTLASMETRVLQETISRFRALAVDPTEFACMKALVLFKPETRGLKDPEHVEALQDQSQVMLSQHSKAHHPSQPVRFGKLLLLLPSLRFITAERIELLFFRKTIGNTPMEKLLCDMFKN
KKLEB tox: cytotoxicity in KKLEB CF airway cells, primary screen, cytotoxicity control for CF NF-kB inhibitor project, cell-based, uHTS, fluorescence assay plates; KKLEB CF airway cells viability, ATPlite luminescence, overnight; stronger effect = lower value; cells stimulated with P. aeruginosa culture filtrate; activity change (cytotoxicity), % at 5 µM; actives 0.36% (n = 360,000);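 active = corrected activity change at or below -50% at 5 µM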
iPSC survival up: enhancers of single-cell hiPSC survival, primary screen, ATPlite luminescence. 100% = ROCK inhibitor wells, 0% = DMSO. survival enhancement, % at 20 µM. actives 0.044% (n = 360,000); in the data active = survival enhancement above about 18%;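 note: cells exposed to compounds for 16 hours before the ATP read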
NR2E3 ag-2: inhibitors of NR2E3-RetCOR corepressor binding, primary screen, NR2E3 agonist project, biochemical, TR-FRET, GST-NR2E3, biotin-RetCOR. actives 0.12% (n = 320,000). AID 2300, 2010. Photoreceptor-specific nuclear receptor (Homo sapiens), Q9Y5X4. inhibition of corepressor binding, % at 4.78 µM. 1536-well;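 active = percent inhibition above the cutoff of mean plus 3 SD of all tested compounds, set per screening campaign, cut at about 20% in these data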;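 note: 0% = DMSO wells and 100% = biotin wells as full block of FRET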
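Material: NR2E3–RetCOR corepressor complex / Incubation: Compound–protein incubation for 5 h at 4 °C / Dosing: compound at 4.8 µM, single dose / Detection: time-resolved FRET / Benchmarks: high control biotin, low control 0.6% DMSO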
Shn3 3UTR inh: reduction of Shn3 3'UTR firefly luciferase signal, primary screen, Schnurri-3 inhibitor project, cell-based, Clone20 osteoblasts, set 2; Clone20 osteoblast Shn3 3'UTR firefly luciferase, 24 h; inhibition, % at 12.5 µM; actives 0.52% (n = 360,000);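 active = mean inhibition of at least 75% with every replicate also reaching 75%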;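 note: 0% = median of neutral control wells and 100% = pilot-screen positive control compound; some compounds past the cut are filed as inactive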
LMP1 NFkB inh: EBV LMP1-driven NF-kappaB luciferase reporter inhibitors, primary screen, cell-based, luminescence, single point | LMP1-induced NF-kappaB luciferase reporter cells | inhibition, % at 12.5 µM | actives 0.69% (n = 350,000); in the data active = inhibition above about 41%;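 note: 0% = neutral control wells and 100% = reference inhibitor control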
* hit, by the source's call.

Screening CCOC(=O)c1ccc(NC(=O)Cn2cnc3cc(C)c(C)cc32)cc1 returned HIF-2a block 1, CF NFkB block -3, TRPM1 prom inh 37, Peg3 prom inh 21, TRAIL sens C8 3, NR2E3 ag-1 64, KKLEB tox 0, iPSC survival up 0.6, NR2E3 ag-2 2 and LMP1 NFkB inh 9.
O=C(COC(=O)CCC(=O)c1cccs1)NCc1ccco1 was read as HIF-2a block 13, CF NFkB block 4, TRPM1 prom inh 5, Peg3 prom inh 16, TRAIL sens C8 -14, NR2E3 ag-1 -11, KKLEB tox 0, iPSC survival up 2.4, Shn3 3UTR inh 0 and LMP1 NFkB inh 6.
For COc1ccc(CCCc2nnc(SCC(=O)Nc3nccs3)n2C)cc1C the results were HIF-2a block 11, CF NFkB block -12, TRPM1 prom inh -4, Peg3 prom inh 21, TRAIL sens C8 -14, NR2E3 ag-1 -3, KKLEB tox 2, iPSC survival up 6.9, NR2E3 ag-2 0, Shn3 3UTR inh 10 and LMP1 NFkB inh 1.
COc1cccc(C(C(=O)NC2CCCCC2)N(CC2CCCO2)C(=O)CNC(=O)c2ccco2)c1 (centres undefined) was read as HIF-2a block 20, CF NFkB block 2, TRPM1 prom inh -2, Peg3 prom inh -15, TRAIL sens C8 -2, NR2E3 ag-1 18, KKLEB tox 7, iPSC survival up -1.4, NR2E3 ag-2 2, Shn3 3UTR inh -39 and LMP1 NFkB inh 2.
For COc1ccc(/C=N/NC(=O)C(N)=O)c(OC)c1OC the results were HIF-2a block 9, CF NFkB block 15, TRPM1 prom inh 1, Peg3 prom inh -8, TRAIL sens C8 2, NR2E3 ag-1 -20, KKLEB tox -4, iPSC survival up -0.7, NR2E3 ag-2 1, Shn3 3UTR inh -11 and LMP1 NFkB inh 5.
Cc1c(C(N)=O)sc2ncn(CCOc3ccccc3)c(=O)c12 was read as HIF-2a block -50, CF NFkB block 16, TRPM1 prom inh -17, Peg3 prom inh -63, TRAIL sens C8 -4, NR2E3 ag-1 -26, KKLEB tox -4, iPSC survival up 1.4, NR2E3 ag-2 -4, Shn3 3UTR inh -21 and LMP1 NFkB inh 1.
`C=CCn1c(SCC(=O)Nc2ccc3c(c2)CCC3)nnc1-c1cccs1` gave HIF-2a block 1, CF NFkB block 1, TRPM1 prom inh -3, Peg3 prom inh 4, TRAIL sens C8 6, NR2E3 ag-1 -5, KKLEB tox 2, iPSC survival up -0.9, NR2E3 ag-2 0, Shn3 3UTR inh 13 and LMP1 NFkB inh 12.
Cc1cccc(-n2c(-c3ccco3)n[nH]c2=S)c1 was read as HIF-2a block 12, CF NFkB block 3, TRPM1 prom inh -10, Peg3 prom inh 15, TRAIL sens C8 -2, NR2E3 ag-1 -19, KKLEB tox 16, iPSC survival up -1.4, NR2E3 ag-2 4, Shn3 3UTR inh -74 and LMP1 NFkB inh -17.
Screening CC(C)Cc1ccc(C(C)C(=O)Nc2ccc(O)cc2)cc1 (centres undefined) returned HIF-2a block 6, CF NFkB block 1, TRPM1 prom inh -8, Peg3 prom inh 13, TRAIL sens C8 14, NR2E3 ag-1 8, KKLEB tox 4, iPSC survival up -2.6, NR2E3 ag-2 -6, Shn3 3UTR inh 22 and LMP1 NFkB inh 0.
`CC(C)Nc1nc(NC(C)C)nc(N(C)N)n1` gave HIF-2a block 8, CF NFkB block -10, TRPM1 prom inh 9, Peg3 prom inh 9, TRAIL sens C8 -11, NR2E3 ag-1 11, KKLEB tox -26, iPSC survival up -1.7, NR2E3 ag-2 4, Shn3 3UTR inh 7 and LMP1 NFkB inh -5.
For Cc1ccc2c(c1)N(C(=O)CCC(=O)N1CCc3ccccc3C1)CCO2 the results were HIF-2a block 3, CF NFkB block 10, TRPM1 prom inh 16, Peg3 prom inh 3, TRAIL sens C8 -5, NR2E3 ag-1 1, KKLEB tox -3, iPSC survival up 0.1, NR2E3 ag-2 4, Shn3 3UTR inh 11 and LMP1 NFkB inh 2.
Screening C=CCc1cccc2cc(C(=O)NNC(=O)c3ccncc3)c(=O)oc12 returned HIF-2a block 0, CF NFkB block 20, TRPM1 prom inh -11, Peg3 prom inh 3, TRAIL sens C8 10, NR2E3 ag-1 -34, KKLEB tox -2, iPSC survival up -1.6, NR2E3 ag-2 1, Shn3 3UTR inh 15 and LMP1 NFkB inh -6.
`CCCCCN(C(=O)CCC(=O)OCC(=O)N1CCCCC1)c1c(N)n(CCCC)c(=O)[nH]c1=O` gave HIF-2a block 3, CF NFkB block -2, TRPM1 prom inh 7, Peg3 prom inh 8, TRAIL sens C8 10, NR2E3 ag-1 -5, KKLEB tox -4, iPSC survival up 1.0, NR2E3 ag-2 2, Shn3 3UTR inh 9 and LMP1 NFkB inh 1.
For COc1ccc(NC(=O)c2sc3ncn(CC(=O)N4CCN(c5ccccn5)CC4)c(=O)c3c2C)c(OC)c1 the results were HIF-2a block -1, CF NFkB block 9, TRPM1 prom inh -7, Peg3 prom inh -8, TRAIL sens C8 -17, NR2E3 ag-1 7, KKLEB tox 2, iPSC survival up 0.2, NR2E3 ag-2 1, Shn3 3UTR inh -16 and LMP1 NFkB inh 7.
CCCN1C(=O)/C(=C/c2cc(C)n(C)c2C)SC1=Nc1ccc(OCC)cc1 was read as HIF-2a block -20, CF NFkB block 33, TRPM1 prom inh -1, Peg3 prom inh 1, TRAIL sens C8 3, NR2E3 ag-1 -11, KKLEB tox -21, iPSC survival up 10, NR2E3 ag-2 0, Shn3 3UTR inh 3 and LMP1 NFkB inh 19.
`O=C(O)CCCC1(C(=O)O)CCCC1` gave HIF-2a block 7, CF NFkB block 6, TRPM1 prom inh 14, Peg3 prom inh 6, TRAIL sens C8 0, NR2E3 ag-1 -8, KKLEB tox -1, iPSC survival up -1.6, Shn3 3UTR inh -17 and LMP1 NFkB inh -6.
For O=[N+]([O-])c1ccccc1S(=O)(=O)N1CCN(C2CCCC2)CC1 the results were HIF-2a block 3, CF NFkB block 36, TRPM1 prom inh 10, Peg3 prom inh 7, TRAIL sens C8 -5, NR2E3 ag-1 8, KKLEB tox -13, iPSC survival up -0.3, Shn3 3UTR inh 5 and LMP1 NFkB inh 2.
CCOC(=O)N1CCC(N2Cc3cccc(C(=O)Nc4cc(F)ccc4F)c3C2=O)CC1 was read as HIF-2a block -20, CF NFkB block 16, Peg3 prom inh 27, TRAIL sens C8 27, NR2E3 ag-1 -1, KKLEB tox -19, iPSC survival up 1.7, NR2E3 ag-2 1, Shn3 3UTR inh 77 and LMP1 NFkB inh 4.
For COc1ccc(CN(C)C(=O)c2cc(S(=O)(=O)N3CCOCC3)ccc2N2CCCC2)cc1 the results were HIF-2a block 9, CF NFkB block 25, TRPM1 prom inh -2, Peg3 prom inh 6, TRAIL sens C8 6, NR2E3 ag-1 -15, KKLEB tox -26, iPSC survival up -0.2, NR2E3 ag-2 2, Shn3 3UTR inh -19 and LMP1 NFkB inh 4.
For Cn1ncc([N+](=O)[O-])c1C(=O)Nc1ccccc1C(=O)O the results were HIF-2a block 12, CF NFkB block 3, TRPM1 prom inh 9, Peg3 prom inh 12, TRAIL sens C8 -13, NR2E3 ag-1 6, KKLEB tox -10, iPSC survival up -0.3, NR2E3 ag-2 -1, Shn3 3UTR inh -18 and LMP1 NFkB inh 2.
Screening Cc1cc2cc(CNC(=S)Nc3ccc(OC(F)(F)F)cc3)ccc2[nH]1 returned HIF-2a block 9, CF NFkB block -27, TRPM1 prom inh -5, Peg3 prom inh 7, TRAIL sens C8 -2, NR2E3 ag-1 -15, KKLEB tox 15, iPSC survival up -1.5, NR2E3 ag-2 3, Shn3 3UTR inh -2 and LMP1 NFkB inh 0.
Screening C[C@H](NC(=O)C1CCN(C(=O)[C@H](Cc2ccccc2)NC(=O)OC(C)(C)C)CC1)C(=O)O returned HIF-2a block 11, CF NFkB block -5, TRPM1 prom inh 0, Peg3 prom inh -5, TRAIL sens C8 -17, NR2E3 ag-1 -3, KKLEB tox 8, iPSC survival up -0.7, NR2E3 ag-2 -1, Shn3 3UTR inh 9 and LMP1 NFkB inh 4.
For Cc1cc(=O)oc2cc(OC(C)C(=O)NCCCn3ccnc3)ccc12 (centres undefined) the results were HIF-2a block 6, CF NFkB block -2, TRPM1 prom inh -5, Peg3 prom inh -3, TRAIL sens C8 -10, NR2E3 ag-1 -15, KKLEB tox -1, iPSC survival up -0.6, NR2E3 ag-2 0, Shn3 3UTR inh 1 and LMP1 NFkB inh -10.
For CN(Cc1ccccc1)C(=O)COC(=O)c1ccc(Br)o1 the results were HIF-2a block -6, CF NFkB block 17, TRPM1 prom inh 2, Peg3 prom inh 3, TRAIL sens C8 14, NR2E3 ag-1 -28, KKLEB tox -1, iPSC survival up 0.3, Shn3 3UTR inh -17 and LMP1 NFkB inh 3.
Screening Nc1ccc(Oc2ccccc2F)nc1 returned HIF-2a block 11, CF NFkB block 2, TRPM1 prom inh -5, Peg3 prom inh -2, TRAIL sens C8 0, NR2E3 ag-1 -6, KKLEB tox 2, iPSC survival up -0.2, NR2E3 ag-2 -1 and LMP1 NFkB inh 5.

Among those listed so far, these have fluorine:
CCOC(=O)N1CCC(N2Cc3cccc(C(=O)Nc4cc(F)ccc4F)c3C2=O)CC1 was read as HIF-2a block -20, CF NFkB block 16, Peg3 prom inh 27, TRAIL sens C8 27, NR2E3 ag-1 -1, KKLEB tox -19, iPSC survival up 1.7, NR2E3 ag-2 1, Shn3 3UTR inh 77 and LMP1 NFkB inh 4.
Screening Cc1cc2cc(CNC(=S)Nc3ccc(OC(F)(F)F)cc3)ccc2[nH]1 returned HIF-2a block 9, CF NFkB block -27, TRPM1 prom inh -5, Peg3 prom inh 7, TRAIL sens C8 -2, NR2E3 ag-1 -15, KKLEB tox 15, iPSC survival up -1.5, NR2E3 ag-2 3, Shn3 3UTR inh -2 and LMP1 NFkB inh 0.
Screening Nc1ccc(Oc2ccccc2F)nc1 returned HIF-2a block 11, CF NFkB block 2, TRPM1 prom inh -5, Peg3 prom inh -2, TRAIL sens C8 0, NR2E3 ag-1 -6, KKLEB tox 2, iPSC survival up -0.2, NR2E3 ag-2 -1 and LMP1 NFkB inh 5.

The list is partial. The share of hits here may be higher or lower than overall.
